HTR1E agonist = 5-HT1E (human) receptor agonism; actives 0.69% (n = 65,000); activation, % at 6 µM; P28566; CHO 5-HT1E Ga15 NFAT-bla reporter, FRET; 0% DMSO wells, 100% control agonist wells;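 active means activation above a set limit, the screen-wide mean activation plus 3 SD, cut at about 8.5% in these data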;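 further: 100% = positive control agonist at 1 µM giving full maximal response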
Target sequence (P28566 whole entry, looked up): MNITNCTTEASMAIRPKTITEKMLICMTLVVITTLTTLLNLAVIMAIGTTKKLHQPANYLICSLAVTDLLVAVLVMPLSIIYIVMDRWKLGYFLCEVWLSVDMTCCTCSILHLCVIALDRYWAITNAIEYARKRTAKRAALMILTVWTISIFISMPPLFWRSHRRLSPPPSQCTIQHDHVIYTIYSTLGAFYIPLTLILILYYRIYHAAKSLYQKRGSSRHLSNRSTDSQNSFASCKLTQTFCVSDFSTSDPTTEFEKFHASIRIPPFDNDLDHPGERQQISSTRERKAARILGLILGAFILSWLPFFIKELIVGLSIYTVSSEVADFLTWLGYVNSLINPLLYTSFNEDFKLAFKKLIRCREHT
RORA act = activates the human nuclear receptor RORA; CHO-K1 Gal4-RORA LBD luciferase reporter, luminescence; percent increase over mock-subtracted basal signal; activation, % at 10 µM; actives 1.5% (n = 65,000); P35398; AID 560;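 active means activation above the mean of all tested compounds plus 3 SD, cut at about 49% in these data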;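 further: 0% = DMSO-treated RORA cells and 100% = added signal equal to DMSO minus mock-transfected cells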
NADH enzymes = inhibitors of enzymes used to reach an NAD/NADH endpoint | coupled PK/LDH NADH assays, four targets | IC50, µM (series often up to 10 µM), inactives show at the top dose inhibition | AID 774 | actives 0.02% (n = 65,000);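 active means single-dose screening hits from any of four coupled enzyme assays that gave an IC50 when retested across doses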;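 further: the DPM-DC format reads NADH fluorescence rather than 340 nm absorbance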
5HT1E antag = blocks the human 5-HT1E serotonin receptor | P28566 | CHO 5-HT1E Ga15 NFAT-bla reporter, FRET, antagonist | inhibition, % at 6 µM | actives 0.99% (n = 65,000);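 active means inhibition above a set limit, the mean inhibition across every tested compound plus 3 SD, cut at about 29% in these data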;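 further: signal is the 460 over 535 nm emission ratio of beta-lactamase substrate; 0% = agonist plus DMSO wells and 100% = wells without agonist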
MMP-13 inhibitor = MMP13 (human) collagenase inhibition; P45452; inhibition, % at 4 µM; actives 0.07% (n = 65,000); MMP-13 fTHP FRET cleavage, Mca fluorescence;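 active means inhibition above the mean of compound-free control plate wells plus 3 SD, cut at about 14% in these data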;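 further: 0% = DMSO wells and 100% = wells with reference MMP-13 inhibitor after basal subtraction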
tolC growth inh = blocks growth of E. coli BW25113 tolC mutant; OD615; growth inhibition, % at 10 µM (by protocol); actives 2.2% (n = 65,000); AID 573;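 active means growth inhibition at or above a cutoff equal to the mean over every tested compound plus 3 SD, cut at about 60% in these data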;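 further: growth measured after 20 h incubation at 37 °C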
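signal = optical density read at 615 nm | test system = E. coli ΔtolC::kan strain BW25113 | timing = 20 h compound exposure of bacteria at 37 °C | buffer or medium = LB medium plus 50 µg/mL kanamycin | compound dosing = 10 µM final, single dose | evaluation = % inhibition of E. coli growth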
HTR1A agonist = activates the human 5-HT1a serotonin receptor; P08908; CHO 5-HT1a Ga15 NFAT-bla reporter, FRET ratio; 0% basal, 100% maximal reference agonist; activation, % at 10 µM; actives 0.56% (n = 65,000); AID 567;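 active means activation above the screen-wide mean activation plus 3 SD, cut at about 19% in these data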;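 further: 0% = DMSO wells and 100% = 5-CT at EC100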
Target sequence (P08908 whole entry, looked up): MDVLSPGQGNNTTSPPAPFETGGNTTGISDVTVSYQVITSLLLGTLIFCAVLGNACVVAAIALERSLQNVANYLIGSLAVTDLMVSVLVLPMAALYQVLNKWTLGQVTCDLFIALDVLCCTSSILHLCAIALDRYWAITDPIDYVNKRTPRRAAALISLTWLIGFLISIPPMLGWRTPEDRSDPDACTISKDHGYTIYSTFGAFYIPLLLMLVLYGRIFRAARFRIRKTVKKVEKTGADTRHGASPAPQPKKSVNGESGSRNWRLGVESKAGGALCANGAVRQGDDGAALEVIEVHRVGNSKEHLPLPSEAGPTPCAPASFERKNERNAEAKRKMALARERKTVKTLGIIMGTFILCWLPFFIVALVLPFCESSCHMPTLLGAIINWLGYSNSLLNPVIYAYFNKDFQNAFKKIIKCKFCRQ
5-HT1A blocker = 5-HT1a (human) receptor antagonism | P08908 | CHO 5-HT1a Ga15 NFAT-bla reporter, antagonist mode | inhibition, % at 10 µM | actives 0.68% (n = 62,000) | AID 612;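 active means inhibition above the mean of all tested compounds plus 3 SD, cut at about 43% in these data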;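 further: receptor stimulated by 5-CT agonist at 100 nM near EC80; beta-lactamase reporter measured by ratiometric fluorescence of a cleavable substrate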
SF-1 act = activates the human nuclear receptor SF-1 | Q13285 | CHO-K1 Gal4-SF-1 LBD luciferase reporter; % increase over DMSO SF-1-specific signal | activation, % at 10 µM | actives 1.9% (n = 65,000) | AID 522;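 active means activation above the mean activation of all tested compounds plus 3 SD, cut at about 50% in these data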
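Material: CHO-K1 cells with Gal4–hSF-1 LBD chimera plus Gal4-driven luciferase / Input: 4,000 CHO-K1 cells per well / Incubation: compound exposure 20 h at 37 °C / Signal: luminescence read 15 min after SteadyLite luciferase reagent, after room-temperature equilibration / Read-out: percent activation versus DMSO / Benchmarks: DMSO negative control and −SF1 background wells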
* hit, by the source's call; x = no result given; [ ] = dose if it differs, or a comment.

SMILES	HTR1E agonist	RORA act	NADH enzymes	5HT1E antag	MMP-13 inhibitor	tolC growth inh	HTR1A agonist	5-HT1A blocker	SF-1 act
O=C(CC(=O)c1cc(Cl)ccc1O)c1ccccc1	-0.5	46.8	1.0%	10.5	0.4	96.6*	-3.0	21.9	13.4
COc1ccccc1NC(=O)CSc1ncnc2c1oc1ccccc12	0.0	-3.5	5.0%	36.1*	3.6	-3.6	1.2	-2.3	-7.2
CCCCC[C@H](O)/C=C/C1=C(CCCCCCC(=O)O)C(=O)CC1	-0.3	-9.4	3.0%	-0.6	1.6	13.1	2.0	x	0.0
COc1ccc2c(c1)c(C(=O)CN1CCOCC1)c(C)n2C	0.2	12.8	2.0%	-20.5	1.7	2.2	1.0	x	-11.7
O=C(Nc1ccc(Cl)cn1)c1cnn2cccnc12	1.0	62.0*	6.0%	2.7	-1.1	-3.5	193.1*	1.5	63.8*
CC(=O)N1CC=C2C(C#N)=C(N)C(C#N)(C#N)[C@H](c3ccoc3)[C@H]2C1	-0.1	-21.0	8.0%	12.8	-19.1	7.7	4.1	x	-1.0
Cc1cc(C(=O)O)ccc1-n1c(C)ccc1C	0.0	-16.9	4.0%	-10.5	6.2	7.2	-0.3	-2.5	-6.2
Cc1ccc(C(=O)C2=C(O)C(=O)N(Cc3ccccc3)C2c2cccnc2)o1 (centres undefined)	0.7	-8.2	1.0%	4.5	-0.1	13.6	-0.2	8.1	-0.4
Cc1ccc(-c2nn(C)c(=O)c3ccccc23)cc1CNC(=O)CSc1nc2ccccc2o1	0.1	-14.5	2.0%	-0.2	-0.4	4.2	1.1	x	-3.7
N#C/C(=C(/O)COC(=O)CCc1ccc(S(=O)(=O)N2CCOCC2)cc1)c1nc2ccccc2[nH]1	-0.1	-7.7	34.0%	-0.3	-13.1	10.7	0.3	-11.2	6.5
COCCNC(C)C(=O)Nc1ccc(Br)cc1 (centres undefined)	-0.9	-3.2	17.0%	-8.0	-2.2	-6.2	-1.6	-3.0	-6.3
CCC(=O)OCC(=O)c1c(N)n(Cc2ccccc2)c(=O)n(C)c1=O	-0.5	0.8	4.0%	3.3	-5.8	-10.9	-0.6	-4.5	-5.8
Nc1nc2ccccc2n1/N=C/c1ccc(-c2ccccc2)o1	0.5	34.8	4.0%	-10.9	1.8	22.8	-3.1	11.6	13.0
O=C(Cn1c(=O)c2c(ncn2Cc2ccccc2)n(Cc2ccccc2)c1=O)N1CCCC1	-0.7	-0.7	5.0%	1.5	-4.0	12.2	-2.2	-15.2	-9.5
Cn1nnnc1SCC(=O)NCCc1ccc(Cl)cc1	1.1	-16.3	6.0%	-3.7	-6.6	-1.6	-0.9	-3.3	14.6
O=C1c2ccccc2-c2c1cccc2C(=O)N(CCO)CCO	0.6	-7.5	0.0%	-9.7	-0.7	-6.3	-1.2	-7.6	-2.3
O=C(COC(=O)CNC(=O)C1CCCCC1)Nc1ccc(Cl)cn1	-1.2	15.6	3.0%	19.3	5.7	-2.3	-4.2	8.7	4.4
O=C(COc1ncnc2ccccc12)N1CCOCC1	0.6	-13.6	3.0%	2.5	-2.9	-6.4	-2.1	1.7	10.7
COc1cc2[nH]c(=O)n(CCCCCC(=O)NCCCN3CCOCC3)c(=O)c2cc1OC	-0.1	-8.8	4.0%	-14.2	-10.6	11.6	-0.6	1.4	-1.0
Cc1nc2ccc(C(=O)N3CCSCC3)cc2s1	0.2	6.7	1.0%	-0.3	-4.5	5.8	-0.7	-12.4	0.4
Cc1cc(NC(=O)CSc2ccc3nnc(-c4cccc(F)c4)n3n2)no1	-1.1	13.3	13.0%	9.9	-18.7	-10.7	-3.2	-3.0	2.0
O=C(NCc1ccco1)c1cc(-c2ccco2)on1	-1.3	25.6	6.0%	-1.9	-5.2	-13.4	-1.6	7.3	36.7
Cc1cc(NC(=O)c2cc(-c3cccc(Cl)c3)on2)no1	0.0	2.4	8.0%	7.5	2.2	-22.4	-1.7	-5.0	14.1
C=CCn1c(SCC(=O)c2cc(C)n(Cc3cccs3)c2C)nnc1-c1ccncc1	0.5	-23.5	0.0%	7.0	-3.1	20.6	-1.6	9.0	-7.0
CC(=O)Nc1ccc(S(=O)(=O)Nc2c(C)n(C)n(-c3ccccc3)c2=O)cc1	-0.9	18.4	7.0%	13.7	-2.9	-20.6	-3.2	-2.7	26.1
CN(CCCNC(=O)COc1cc(=O)n(C)c2ccccc12)Cc1ccccc1	0.3	-14.1	5.0%	-2.5	3.0	-14.4	-3.0	-6.9	-11.5
O=C(Nc1ccccc1)NC1(C(=O)NCc2ccco2)CCCCC1	-0.8	5.6	6.0%	-13.7	-5.5	-28.4	0.7	-3.7	-4.1
O=C(NCC1CCCO1)c1cccnc1Nc1ccccc1F (centres undefined)	-0.7	-2.1	7.0%	-1.5	9.1	-11.7	15.0	6.1	-1.9
Cc1nc2ccccc2n1CC(=O)NCc1ccccc1	0.7	-6.7	3.0%	8.2	-12.4	13.2	-2.5	3.4	-12.8
CCCc1cc(=O)[nH]c(SCC(=O)c2cc(C)n(CCOC)c2C)n1	0.8	0.3	8.0%	4.9	1.6	-0.3	2.4	-6.7	-2.7
CCOc1ccc(S(=O)(=O)Nc2ccccc2SC)c2cccnc12	0.2	27.3	1.0%	15.2	0.7	-7.0	0.9	-2.3	2.6
CCN1C(=O)/C(=C2\SC(=S)N(CC3CCCO3)C2=O)c2ccccc21 (centres undefined)	-0.5	15.0	0.0%	3.6	5.0	-17.6	-3.3	-5.3	-18.8
Cc1cc2ncn(C(=O)N3CCCCC3)c2cc1C	-0.5	-11.1	6.0%	-1.4	5.1	-10.0	-3.6	-3.4	0.0
CCOc1ccccc1N(C(=O)CNC(=O)c1ccco1)C(C(=O)NC1CCCC1)c1cccnc1 (centres undefined)	-0.8	-1.0	5.0%	-6.2	1.1	-33.8	0.8	-34.5	14.1
CCc1cc2c(=O)[nH]cnc2s1	-0.2	-24.1	2.0%	-15.8	3.2	-24.2	-1.7	-8.0	13.4
COc1ccc(C)cc1-n1c(-c2ccncc2)n[nH]c1=S	-0.3	1.9	10.0%	4.8	3.7	0.8	0.1	8.4	-4.9
Cc1nc2c(o1)CCc1ccccc1C2N1CCN(C)CC1 (centres undefined)	-0.7	-7.1	2.0%	-0.3	0.4	3.6	1.1	x	-8.6
c1ccc(-n2cnnc2SCc2cn3ccsc3n2)cc1	0.5	-20.5	4.0%	3.5	-2.1	-9.3	1.2	0.0	-5.5
CCN(Cc1cc2ccc(C)cc2[nH]c1=O)C(=O)c1ccncc1	0.0	-20.3	7.0%	-4.4	-4.3	2.8	1.6	17.8	8.0
O=C(NCc1nc2ccccc2[nH]1)c1ccc(S(=O)(=O)N2CCOCC2)cc1	-1.0	-0.2	3.0%	-0.8	3.1	21.4	0.5	0.1	7.8
COC(=O)CSc1nc2cc3c(cc2cc1C)OCCO3	-0.5	-6.6	9.0%	-2.8	0.1	-2.5	0.4	0.3	-2.3
CCOc1cccc(C(=O)N(Cc2ccco2)C2CCS(=O)(=O)C2)c1 (centres undefined)	0.4	-16.7	2.0%	-3.4	-6.3	-9.3	-5.0	-7.9	3.7
CSc1nc2c(c(=O)n1-c1ccc(F)cc1)SCC2	0.9	1.2	4.0%	4.2	3.7	-7.2	1.8	-3.4	5.3
OC(Cn1cncn1)c1ccc(Cl)cc1 (centres undefined)	0.1	-10.9	5.0%	-5.8	5.7	4.4	0.4	-2.7	-1.6
CCC(CC)C(=O)Nc1ccccc1NC(C)=O	0.4	4.1	5.0%	-14.4	0.3	-14.9	-1.6	-16.8	3.8
Cc1ccccc1CSc1nc2c(c(=O)[nH]1)CCC2	-0.1	-21.8	3.0%	-1.4	4.6	-4.0	-2.1	-23.1	-10.7
CCN(CC)c1ccc(C(=O)Nc2cccc(F)c2)cc1	0.4	41.8	0.0%	-5.5	-1.3	61.8*	-4.6	24.6	54.3*
COc1ccc(CNC(=O)C2C3C=CC4(CN(Cc5cccnc5)C(=O)C24)O3)cc1 (centres undefined)	-0.1	-17.2	4.0%	-9.1	4.1	-15.9	-4.7	-0.5	3.5
O=C(Nc1cnc2ccccc2c1)c1cccc(-n2cnnn2)c1	-0.1	37.3	7.0%	20.3	6.4	3.6	1.1	-1.4	56.2*
CC(=O)N1CCc2cc(S(=O)(=O)NCCCOC(C)C)ccc21	0.4	-4.3	5.0%	-10.1	4.5	-7.4	1.8	-12.1	-3.5

Ordered by length of the SMILES (highest first): part of the list above
SMILES	HTR1E agonist	RORA act	NADH enzymes	5HT1E antag	MMP-13 inhibitor	tolC growth inh	HTR1A agonist	5-HT1A blocker	SF-1 act
N#C/C(=C(/O)COC(=O)CCc1ccc(S(=O)(=O)N2CCOCC2)cc1)c1nc2ccccc2[nH]1	-0.1	-7.7	34.0%	-0.3	-13.1	10.7	0.3	-11.2	6.5
O=C(Cn1c(=O)c2c(ncn2Cc2ccccc2)n(Cc2ccccc2)c1=O)N1CCCC1	-0.7	-0.7	5.0%	1.5	-4.0	12.2	-2.2	-15.2	-9.5
CCOc1cccc(C(=O)N(Cc2ccco2)C2CCS(=O)(=O)C2)c1 (centres undefined)	0.4	-16.7	2.0%	-3.4	-6.3	-9.3	-5.0	-7.9	3.7
O=C(NCc1ccco1)c1cc(-c2ccco2)on1	-1.3	25.6	6.0%	-1.9	-5.2	-13.4	-1.6	7.3	36.7

Additional structures.
SMILES	HTR1E agonist	RORA act	NADH enzymes	5HT1E antag	MMP-13 inhibitor	tolC growth inh	HTR1A agonist	5-HT1A blocker	SF-1 act
CCOC(=O)c1[nH]c2cc(OC)c(OC)cc2c1NC(=O)CN1CCN(C)CC1	-0.9	-11.5	4.0%[fluoresces]	2.4	-137.3[fluorescence artefact?]	-0.2	0.2	6.2	-7.2
CCOC(=O)C1=C(C)NC(C)=C(C(=O)OCC)C1C(=O)OCC(=O)N1CCC(C)CC1	0.4	-28.0	8.0%	-6.1	-13.4	4.2	-0.5	-7.4	-8.6
CCOC(=O)c1[nH]c2ccc(OC)cc2c1C	0.0	27.5	11.0%	-6.7	-75.0[fluorescence artefact?]	7.5	0.1	x	58.6*
COc1ccccc1-c1c(C)oc2cc(OC(=O)c3ccco3)ccc2c1=O	-0.5	-8.2	14.0%	-6.4	-33.4	-2.0	-0.4	-6.5	4.7
CCC(Sc1nnc(C)s1)C(=O)Nc1nccs1 (centres undefined)	0.4	-5.9	6.0%	-4.7	4.7	-3.2	-0.3	0.9	-18.4
N#CC1=C2SCCN2C(=O)C(C#N)C12CCCCC2 (centres undefined)	0.7	-2.7	5.0%	-2.8	4.0	-20.1	0.5	-3.7	-8.0
CCOC(=O)c1ccc(NCc2ccc3c(c2)OCO3)cc1	-0.6	35.7	0.0%	2.7	1.4	36.4	-0.8	1.8	14.7
CSc1ccc(S(=O)(=O)Nc2ccc(N3CCOCC3)c(Cl)c2)cc1	0.8	2.9	4.0%	0.5	-0.8	100.0*	-0.9	-2.7	8.4
COc1ccc(N(C(=O)Nc2ccc(Cl)cc2)C2=NCCC2)cc1	-0.9	0.5	13.0%	-4.5	-9.8	55.7	-3.4	-2.7	0.8
O=C(CC1Nc2ccccc2NC1=O)NC1CCCCC1 (centres undefined)	0.1	-6.7	16.0%	6.4	-16.8	-3.8	-1.5	4.9	1.0

Bioassay records (PubChem BioAssay)
